From PubChem
TNAP act hiacc – increases human TNAP activity under high phosphate acceptor concentration. purified TNAP, CDP-star luminescence, 1 M DEA, 30 min; active compounds read high; 0 = EDTA background, 1 = DMSO-only activity. AID 1136. 200,000 tested, under 10 active. P05186. activation factor at 20 µM;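 active means activation factor at least 2 at 20 µM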
Target sequence (P05186 whole entry, looked up): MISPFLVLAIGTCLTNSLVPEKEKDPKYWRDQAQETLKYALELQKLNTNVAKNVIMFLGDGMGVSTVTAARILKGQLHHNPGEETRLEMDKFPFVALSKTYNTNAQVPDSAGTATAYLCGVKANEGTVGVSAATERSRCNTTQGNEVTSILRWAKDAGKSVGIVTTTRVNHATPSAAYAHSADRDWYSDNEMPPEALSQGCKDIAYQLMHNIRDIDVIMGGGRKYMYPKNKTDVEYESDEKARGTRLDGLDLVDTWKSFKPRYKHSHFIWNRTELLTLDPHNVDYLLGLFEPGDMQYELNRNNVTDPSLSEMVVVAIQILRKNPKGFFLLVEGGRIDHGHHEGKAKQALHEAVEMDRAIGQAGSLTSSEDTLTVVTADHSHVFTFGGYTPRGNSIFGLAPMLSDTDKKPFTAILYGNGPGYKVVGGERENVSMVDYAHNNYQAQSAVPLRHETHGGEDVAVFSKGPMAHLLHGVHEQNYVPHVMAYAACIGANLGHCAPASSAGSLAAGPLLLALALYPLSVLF
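Control set: EDTA negative control, DMSO positive control / Assay system: human TNAP / Quantity: TNAP 1/800 final / Evaluation: TNAP activation factor scaled between EDTA and DMSO control wells / Measured by: luminescent substrate turnover signal / Compound dosing: one dose, 20 µM / Times: 30 min enzyme reaction at room temperature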
STAT1 inh – STAT1 signaling inhibition. inhibition, % at 5.5 µM. AID 920. hit rate 0.35% among 200,000. NIH 3T3 STAT1-luciferase reporter, IFN-gamma, luminescence;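 active means inhibition above a set limit, the mean inhibition across all tested compounds plus 3 SD, cut at about 34% in these data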;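 further: 0% = IFN-gamma with DMSO and 100% = IFN-gamma with 300 µM nifuroxazide; values of inactives mirror those of a sister screen read the other way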
STAT3 inh – reduces IL-6 driven STAT3 reporter signal | U3A cells, IL-6 STAT3-luciferase reporter, luminescence; host cell line lacks STAT1 | inhibition, % at 5.5 µM | hit rate 0.89% among 190,000;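 active means inhibition above the mean inhibition across all screened compounds plus 3 SD, cut at about 44% in these data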;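 further: 0% = DMSO only wells and 100% = 100 µM nifuroxazide control wells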
PPARg SRC-2 ag – agonists of SRC-2 recruitment by human PPARgamma; P37231; PPARgamma LBD-SRC-2 recruitment, biochemical; activation, % at 8 µM; hit rate 0.34% among 200,000; in the data active means activation above about 22%;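 further: 0% = vehicle and 100% = reference agonist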
bIAP inhibitor – intestinal alkaline phosphatase (bovine) inhibition; purified bovine IAP, CDP-star luminescence, 30 min; inhibition, % at 20 µM; 190,000 tested, under 10 active;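 active means over 50% inhibition of intestinal alkaline phosphatase at 20 µM in the single-dose screen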
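Assay system – bovine IAP enzyme · Quantity – bovine IAP at 1/65,000,000 final dilution · Detection – CDP-star luminescence signal · Times – 30 min reaction at room temperature · Also added – CDP-star substrate at 30 µM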
PPARg SRC-3 ag – agonists of human PPARgamma SRC-3 coactivator recruitment | hit rate 0.26% among 200,000 | AID 731 | P37231 | activation, % at 8 µM | biochemical PPARgamma/SRC-3 coactivator recruitment assay; in the data active means activation above about 23%;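 further: 0% = DMSO and 100% = reference agonist; some compounds past the cut are filed as inactive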
bIAP activator – intestinal alkaline phosphatase (bovine) activation; purified bovine IAP, CDP-star luminescence, 30 min; active compounds read high; fold of DMSO-control signal, blank-subtracted; hit rate 0.17% among 200,000; activation factor at 20 µM;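 active means activation factor of 2 or more at 20 µM, a signal rise over negative controls twice the positive control's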
STAT3 act – STAT3 signaling activation | U3A cells, IL-6 STAT3-luciferase reporter, luminescence; 100% = signal with IL-6 EC80 alone | AID 871 | activation (% of control), % at 5.6 µM | hit rate 0.91% among 190,000;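 active means activation above the screen-wide mean of compound activation plus 3 SD, cut at about 130% in these data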;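 further: 0% = background luminescence of wells with medium and substrate only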
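Test system: Human STAT1-deficient U3A cells with stable STAT3-luciferase reporter | Also added: Interleukin-6, 33 ng/mL | Timing: Compound pre-incubation 1 h before IL-6, then 6 h stimulation at 37 °C | Technique: Luciferase reporter luminescence | Read-out: Percent of IL-6-only median luminescence | Benchmarks: IL-6-only wells as 100% reference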
ROMK primary – human ROMK K+ channel modulation, primary screen; Tet-inducible ROMK, thallium flux fluorescence; actives lie on both sides; hit rate 2% among 130,000; P48048; B-score at 10 µM; AID 1918;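 active means signal ratio slope over the read window, or its plate-corrected B-score, at least 3 SD from the plate mean, either direction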;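 further: B-score of the F/F0 ratio slope over 7 to 12 s after thallium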
Target sequence (P48048 whole entry, looked up): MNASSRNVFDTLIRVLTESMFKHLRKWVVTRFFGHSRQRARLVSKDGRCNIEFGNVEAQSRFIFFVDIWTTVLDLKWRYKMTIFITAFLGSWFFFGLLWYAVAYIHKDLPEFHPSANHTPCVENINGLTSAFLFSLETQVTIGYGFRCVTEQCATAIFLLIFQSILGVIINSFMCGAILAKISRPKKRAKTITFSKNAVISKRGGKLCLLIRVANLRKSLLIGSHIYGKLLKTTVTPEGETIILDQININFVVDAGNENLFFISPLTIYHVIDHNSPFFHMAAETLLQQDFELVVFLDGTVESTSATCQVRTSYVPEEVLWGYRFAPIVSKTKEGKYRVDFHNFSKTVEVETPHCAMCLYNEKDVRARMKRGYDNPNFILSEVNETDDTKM
TR-FRET SRC-2 ct – TR-FRET artefact, counter-screen to PPARgamma/SRC-2 agonist assay; hit rate 0.4% among 200,000; TR-FRET ratio at 8 µM; active compounds read high; in the data active means TR-FRET ratio above about 2000; further: inactives centre near 1500
PPARg SRC-1 ag – promotes SRC-1 coactivator recruitment by human PPARgamma | AID 631 | activation, % at 8 µM | PPARgamma-SRC-1 coactivator recruitment biochemical assay | hit rate 0.41% among 200,000 | P37231; in the data active means activation above about 19%;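 further: 0% = DMSO and 100% = reference agonist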
* marks the source's active call; other numbers are inactive results; . = not tested or not shown.

Below each SMILES: TR-FRET SRC-2 ct	PPARg SRC-1 ag	STAT1 inh	TNAP act hiacc	bIAP activator	bIAP inhibitor	PPARg SRC-2 ag	PPARg SRC-3 ag	STAT3 act	ROMK primary	STAT3 inh
> CCOc1cc2c3c(c1)C(C)=CC(C)(C)N3C(=O)C2=O
    1552	12	3	1	1.1	-9	7	12	103	3.2*	-1
> CCSc1ccccc1C(=O)Nc1ccc([N+](=O)[O-])cc1OC
    1472	-10	-3	1	1.1	-6	-10	-4	89	-0.97	18
> COc1ccccc1CN(C)C(C)C(=O)Nc1cccc(C(C)=O)c1 (stereo unspecified)
    1653	8	6	1	1	-1	1	-1	97	-0.35	6
> O=C(Nc1ccn(Cc2ccccc2F)n1)c1ccc(COc2ccc(Cl)cc2Cl)o1
    1551	-4	-6	1	0.9	9	-2	-10	97	-0.0042	8
> Cc1ccc(S(=O)(=O)N2CCC(C(=O)Nc3nnc(-c4ccco4)s3)CC2)cc1
    1452	8	-3	1	0.9	10	7	14	103	-0.17	0
> Cc1cc(C)cc(N2C(=O)C3C4C=CC(C4)C3C2=O)c1 (stereo unspecified)
    1486	-3	5	1	0.9	8	-7	-6	99	-0.48	0
> O=C(c1cc2nc(-c3ccco3)cc(C(F)(F)F)n2n1)N1CCN(c2ccccc2)CC1
    1504	5	5	1	1	0	4	5	100	.	6
> Clc1ccc(OCCCCN2CCc3ccccc3C2)cc1
    1425	9	6	1	0.9	14	-6	2	123	-0.01	-18
> O=[N+]([O-])c1cc(-c2nnc(-c3ccccc3)o2)ccc1Oc1ccc(Cl)cc1
    1542	0	-28	1	0.9	14	1	-6	112	.	-11
> COc1ccc(-c2nc3ncccn3c2Nc2ccc3c(c2)OCCO3)cc1
    1395	-3	-7	1	1	0	4	-14	104	-0.5	-5
> Cc1ccc(S(=O)(=O)/N=C2\CN(C)C(=O)N2C)cc1
    1601	-4	0	1	0.8	15	-5	3	94	-1.8	10
> O=C(NCCOc1ccccc1)C(=O)NCC1CCCO1 (stereo unspecified)
    1491	2	2	1	1.1	-11	9	1	98	0.99	5
> Cc1ccc(NC(=O)CCC(=O)OCc2ccc(Br)cc2)cc1
    1587	3	2	1	1.1	-7	-3	-1	96	0.83	2
> COc1ccc(-c2[nH]ncc2CNCc2cc(C)n(C)n2)c(F)c1
    1443	-3	9	1.1	1	-2	-5	5	90	0.15	14
> CCOC(=O)c1cc(CC)sc1NC(=O)CC1SC(N)=NC1=O (stereo unspecified)
    1515	4	-4	1	1.2	-19	5	0	98	-0.62	11
> CC(c1ccccc1)n1cc(C(=O)NCc2cccnc2)nn1 (stereo unspecified)
    1533	6	1	1	0.9	11	7	3	104	0.12	-4
> Cc1ccccc1C(=O)NNC(=O)Nc1ccccc1
    1669	4	-3	1	1	-1	-6	-2	103	0.061	-2
> Cc1cc(-c2nn(-c3ccccc3F)cc2CN2CCN(c3ccncc3)CC2)c(C)s1
    1601	3	5	1.1	1	-2	4	7	97	-3.1*	8
> CC(=O)Nc1nonc1NC(=O)CSc1ccccn1
    1525	5	4	1	1.1	-15	9	-7	101	-0.57	2
> Cc1cc(C)c2[nH]c(=O)c(CN(CC3CCCO3)C(=S)NCc3ccco3)cc2c1 (stereo unspecified)
    1444	-1	-8	1	0.9	12	5	7	102	1.7	-2
> Cc1ccc(S(=O)(=O)NCCc2ccccc2)cc1
    1604	3	-5	1	0.4	.	2	-6	104	0.47	3
> COC(=O)C1=NN(N=O)C2(CC(=O)N(c3cc(C)cc(C)c3)C2=O)C1 (stereo unspecified)
    1441	0	-7	1.1	1	2	12	4	99	-1.1	6
> CCN(CC)C(=O)CSc1nnc(-c2cccc(OC)c2)o1
    1520	-1	-5	1.1	1	-2	-2	2	102	.	2
> COc1ccc(CN2CCOCC2)cc1
    1471	0	-3	1.1	0.9	5	0	-10	103	.	4
> CC(=O)Nc1nc(-c2ccccc2)ns1
    1515	-5	-26	1	0.9	10	-5	-2	91	0.73	14
> O=C(c1ccccc1Oc1nnnn1-c1ccccc1)N1CCOCC1
    1420	3	-1	1	0.9	6	0	-2	98	1.1	3
> COc1cc2c(cc1NC(=O)CSc1nccn1C)oc1ccccc12
    1662	1	-8	1	0.8	24	0	-5	88	-0.45	17
> CC1Cc2nc(SCC(=O)Nc3ccc4c(c3)OCO4)n(CCc3ccccc3)c(=O)c2S1 (stereo unspecified)
    1611	4	10	1	0.9	8	5	1	90	.	13
> O=C(COC(=O)C1CCN(S(=O)(=O)c2cccs2)CC1)c1cc2ccccc2o1
    2135*	-3	0	1	1	3	7	0	115	.	-14
> CCC(C)(C(=O)NC1CCCC1)N(Cc1ccco1)C(=O)c1ccccn1 (stereo unspecified)
    1557	4	2	1	1	0	6	9	101	0.26	2
> Cc1onc(-c2ccccc2Cl)c1C(=O)Nc1cccc2cccnc12
    1435	0	-3	1	0.6	41	-2	2	76	.	28
> CCOc1cc(C(N)=O)cc(Cl)c1OCC
    1531	4	4	1.1	1	1	1	0	103	0.57	1
> CS(=O)(=O)c1ccccc1-c1nc(-c2cccc(Cl)c2)no1
    1562	7	-18	1.1	1	2	-4	-1	105	-1.3	-4
> O=C(COC(=O)c1cccc(Br)c1)NCCC1=CCCCC1
    1281	1	0	1	1.1	-13	-4	-2	90	-0.38	18
> Cc1ccccc1-n1ncc(C(C)NC(=O)c2ccccc2)c1C (stereo unspecified)
    1646	8	24	1	1	-3	6	4	95	.	12
> Cc1ccc(N=C2NC(=O)S/C2=C\c2ccco2)cc1
    1684	-2	-13	1	1	-2	-5	-5	93	.	10
> Cc1[nH]c2ccc(F)cc2c1CCN(Cc1ccncc1)C(=S)Nc1ccccc1
    1603	0	1	1	1.2	-22	1	-4	92	0.11	14
> O=C(CN1CCN(Cc2ccc(F)cc2Cl)C1=O)NCc1cccs1
    1440	-8	2	1.1	0.9	13	-1	1	108	-0.43	4
> COC(=O)COc1ccc(-n2cnnn2)cc1
    1602	4	-5	1	1.1	-8	3	-1	107	1.1	0
> CCc1nc(N2CCN(S(=O)(=O)c3ccc(Br)cc3)CC2)c2c(C)c(C)sc2n1
    1798	15	-1	.	.	.	6	7	99	.	5

Reprinted at random: two compounds from above, in no set order.
Below each SMILES: TR-FRET SRC-2 ct	PPARg SRC-1 ag	STAT1 inh	TNAP act hiacc	bIAP activator	bIAP inhibitor	PPARg SRC-2 ag	PPARg SRC-3 ag	STAT3 act	ROMK primary	STAT3 inh
> CC1Cc2nc(SCC(=O)Nc3ccc4c(c3)OCO4)n(CCc3ccccc3)c(=O)c2S1 (stereo unspecified)
    1611	4	10	1	0.9	8	5	1	90	.	13
> COC(=O)COc1ccc(-n2cnnn2)cc1
    1602	4	-5	1	1.1	-8	3	-1	107	1.1	0

(cont.)
Below each SMILES: TR-FRET SRC-2 ct	PPARg SRC-1 ag	STAT1 inh	TNAP act hiacc	bIAP activator	bIAP inhibitor	PPARg SRC-2 ag	PPARg SRC-3 ag	STAT3 act	ROMK primary	STAT3 inh
> O=C(COC(=O)CCc1c[nH]c(=O)[nH]1)Nc1cccc(Cl)c1
    1648	0	-3	1	1	3	-4	-3	100	.	3
> Cc1nn(CCOc2ccccc2)c(=O)n1-c1cccc(F)c1
    1570	-4	-17	1	0.9	7	0	4	109	.	-6
> Cc1c(OCc2nn[nH]n2)ccc2c3c(c(=O)oc12)CCCC3
    1580	4	7	1	0.9	7	4	9	102	.	1
> O=C(c1ccc(Cl)c(S(=O)(=O)NCc2ccco2)c1)N1CCN(c2ccccc2F)CC1
    1381	5	-3	1	0.9	13	3	-1	99	.	4
> CN(C)C(=O)NC(Nc1cccc([N+](=O)[O-])c1)C(Cl)(Cl)Cl (stereo unspecified)
    1646	5	6	1	1.2	-18	10	1	95	.	8
> Cc1ccc2[nH]c(=O)c(CN(CCCN3CCOCC3)C(=O)Nc3cccc(Cl)c3)cc2c1
    1687	1	9	1	1	3	6	2	101	-1.6	3
> Cn1cccc1Cc1nnc(SCC(=O)NCC2CCCO2)n1CCc1ccccc1 (stereo unspecified)
    1624	2	0	1	1	2	8	3	103	.	2
> COc1ccc(NS(=O)(=O)c2cc(C)ccc2C)cc1
    1581	-1	-1	1.1	1	-1	-3	4	97	.	9
> CCC(C)(C(=O)NC1CCCC1)N(C(=O)CC1NC(=O)NC1=O)c1c(C)n(C)n(-c2ccccc2)c1=O (stereo unspecified)
    1479	-4	-4	1	1	3	0	3	105	-0.26	7
> COc1cc(/C=N/NC(=O)c2ccc(F)cc2)ccc1OC(=O)c1ccco1
    1322	4	-4	1	0.9	6	4	-1	104	0.039	-7
> CCn1cc(C(=O)NCC2CCCO2)c(=O)c2cc(S(=O)(=O)N(C)C)ccc21 (stereo unspecified)
    1640	5	-1	1	0.9	11	11	8	105	.	-1
> COCc1cc(C)nc(OCC(=O)N/N=C/c2ccc(O)cc2)c1C#N
    1562	4	2	1	1	-1	10	2	97	-0.16	5
> Cc1c(Cl)c([N+](=O)[O-])nn1CCCC(=O)Nc1cccc(Cl)c1Cl
    1557	2	12	1	0.9	15	7	4	79	-1.4	28
> CCOc1ccc(OCCCCn2ccnc2)cc1
    1456	-4	-1	1	1.1	-7	1	1	102	0.26	6
> Cc1cc(C(=O)CSc2nncs2)c(C)n1-c1c(C)n(C)n(-c2ccccc2)c1=O
    1444	3	-8	1	0.8	16	3	4	96	-0.015	13
> COc1ccc(C(=O)CSc2nnc(-c3ccc(C)cc3)o2)cc1
    1485	10	7	1	1	4	5	-5	102	-0.12	0
> Cc1cccc(Cc2ccc(Cl)nn2)c1
    1455	-1	-7	1	1.1	-8	-9	-1	101	-0.57	2
> C=CCNc1nc(-c2ccc(O)c(C(N)=O)c2)cs1
    1603	-3	-8	1	1	2	4	-6	94	0.6	8
> CSc1cnc2c(=O)n(C)c(=O)[nH]c2n1
    1635	-1	-8	1	0.8	16	0	4	100	.	2
> Cn1cccc1/C=N/n1c(-c2ccco2)n[nH]c1=S
    1643	4	-1	1.1	0.9	6	-3	3	97	-0.28	6
> CCc1nc2ccccc2c(C(=O)OCCN2C(=O)c3ccccc3C2=O)c1C
    1288	3	0	1	0.9	7	-14	4	104	.	-2
> O=C(c1cccnc1)N1CCN(Cc2cccc(F)c2)CC1
    1662	11	4	1.1	1	0	5	7	102	0.54	-2
> COc1ccc(C2CC(c3ccc(OC)cc3)n3nc(NC(=O)c4cccs4)nc3N2)cc1 (stereo unspecified)
    1613	5	-1	1	0.9	8	-1	16	105	.	-2
> COc1cc(C)c(Cl)cc1S(=O)(=O)n1cnc2ccccc21
    1418	6	3	1.1	1	4	6	0	97	-1.4	9
> c1cnc(Nc2nc(-c3ccc4ccccc4c3)cs2)nc1
    1466	-7	-71	1.1	0.6	44	-13	-2	100	-0.43	8
